Screens as filed in PubChem.
sdo1 growth – growth rescue of sdo1-depleted yeast, primary screen, S. cerevisiae, bone marrow failure model; S. cerevisiae sdo1-depleted JHY4D growth rescue, OD600 30 h; active compounds read high; pdr5 snq2 efflux-pump mutant strain; z-score at 10 µM; 140,000 tested, 0.21% active;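 active = z-score above 3 at both the 24 hr and the 30 hr optical density reads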;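 note: z-score against mean and SD of all compound wells on the same plate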
Insulin prom inh – inhibitors of insulin promoter-driven GFP, primary screen, imaging, TRM-6 cells (human fetal islet line), eGFP reporter, cell count. 130,000 tested, 0.9% active. inhibition, % at 2 µM. reporter expression induced with tamoxifen;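 active = inhibition above the mean plus 3 SD, with well images judged a real hit on visual review, cut at about 60% in these data, passing the limit was not always enough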
sdo1 growth Rescue 24 h – second read-out of sdo1 growth, no call of its own (marks repeat the call); z-score; S. cerevisiae sdo1-depleted JHY4D growth rescue, OD600; measured here: growth rescue at 24 h;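 0 is the plate mean of compound wells and units are plate SD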
* marks the source's active call; other numbers are inactive results; i = inactive; · = not tested or not shown.

A first look (15 entries):
SMILES | sdo1 growth | sdo1 growth Rescue 24 h | Insulin prom inh
CS(=O)(=O)N(Cc1ccccc1)c1ccc(C(=O)N2CCOCC2)cc1 | 0.95 | -0.26 | -131
COc1cc(NS(=O)(=O)N2CCCC2)cc(OC)c1OC | -0.03 | -0.8 | -53
O=C(N/N=C/c1ccccc1)c1cc(-c2ccc3c(c2)OCO3)n[nH]1 | -0.07 | -0.6 | -53
CC(C)(C)C(=O)Nc1sc2c(c1-c1nc3ccccc3[nH]1)CCCC2 | -1.8 | -1.4 | 10
COc1cc(Cl)c(C)cc1NC(=O)COC(=O)/C=C/c1c(C)nn(C2CCS(=O)(=O)C2)c1Cl (configuration not stated) | -0.18 | 0.88 | 0
Cn1c(=O)[nH]c2sc3c(c2c1=O)CC(C)(C)OC3 | 0.61 | 0.23 | -72
O=C(NCc1cccnc1)c1c[nH]c2cc3c(cc2c1=O)OCCO3 | 0.89 | 1.2 | ·
COc1ccc(Oc2nnc(-c3ccc(C)cc3)c3ccccc23)cc1 | -0.95 | -0.35 | ·
CCC(c1nnnn1C1CCCC1)N1CCN(c2ccccc2F)CC1 (configuration not stated) | -0.57 | -0.78 | ·
COc1ccc(C)cc1S(=O)(=O)Nc1cccc(Cl)c1 | -0.84 | -0.99 | 18
O=c1/c(=C/c2ccccn2)sc2nc3ccccc3n12 | -0.09 | 1.4 | -64
CC(C)N(C(=O)CSc1nnc(Cc2csc(Nc3ccccc3)n2)o1)C(C)C | · | · | 0
Cn1c(=O)cc(SCC(=O)NCCCN2CCOCC2)c2ccc(Cl)cc21 | 0.41 | 0.08 | ·
O=C(O)c1cc2n(n1)C(C(F)(F)F)CC(c1ccco1)N2 (configuration not stated) | 0.5 | 0.43 | -14
CCOc1cccc(NC(=O)C2CC(=O)N(C)C(=Nc3cccc(F)c3)S2)c1 (configuration not stated) | 0.55 | 0.78 | -82

All compounds of this part, previewed entries included:
SMILES | sdo1 growth | sdo1 growth Rescue 24 h | Insulin prom inh
CS(=O)(=O)N(Cc1ccccc1)c1ccc(C(=O)N2CCOCC2)cc1 | 0.95 | -0.26 | -131
COc1cc(NS(=O)(=O)N2CCCC2)cc(OC)c1OC | -0.03 | -0.8 | -53
O=C(N/N=C/c1ccccc1)c1cc(-c2ccc3c(c2)OCO3)n[nH]1 | -0.07 | -0.6 | -53
CC(C)(C)C(=O)Nc1sc2c(c1-c1nc3ccccc3[nH]1)CCCC2 | -1.8 | -1.4 | 10
COc1cc(Cl)c(C)cc1NC(=O)COC(=O)/C=C/c1c(C)nn(C2CCS(=O)(=O)C2)c1Cl (configuration not stated) | -0.18 | 0.88 | 0
Cn1c(=O)[nH]c2sc3c(c2c1=O)CC(C)(C)OC3 | 0.61 | 0.23 | -72
O=C(NCc1cccnc1)c1c[nH]c2cc3c(cc2c1=O)OCCO3 | 0.89 | 1.2 | ·
COc1ccc(Oc2nnc(-c3ccc(C)cc3)c3ccccc23)cc1 | -0.95 | -0.35 | ·
CCC(c1nnnn1C1CCCC1)N1CCN(c2ccccc2F)CC1 (configuration not stated) | -0.57 | -0.78 | ·
COc1ccc(C)cc1S(=O)(=O)Nc1cccc(Cl)c1 | -0.84 | -0.99 | 18
O=c1/c(=C/c2ccccn2)sc2nc3ccccc3n12 | -0.09 | 1.4 | -64
CC(C)N(C(=O)CSc1nnc(Cc2csc(Nc3ccccc3)n2)o1)C(C)C | · | · | 0
Cn1c(=O)cc(SCC(=O)NCCCN2CCOCC2)c2ccc(Cl)cc21 | 0.41 | 0.08 | ·
O=C(O)c1cc2n(n1)C(C(F)(F)F)CC(c1ccco1)N2 (configuration not stated) | 0.5 | 0.43 | -14
CCOc1cccc(NC(=O)C2CC(=O)N(C)C(=Nc3cccc(F)c3)S2)c1 (configuration not stated) | 0.55 | 0.78 | -82
O=C(CN1C(=O)NC2(CCCC2)C1=O)Nc1nc(-c2ccc(F)cc2)cs1 | 0.19 | -0.05 | ·
CCOc1ccc(C=NC23CN4CN(CN(C4)C2)C3)cc1 | 0.55 | -0.14 | -191
COC(=O)CSc1nsc(SCC(=O)OC)n1 | 0.55 | 0.31 | ·
CCN(CC)C(=O)CN(c1cc2c(cc1OC)oc1ccccc12)S(=O)(=O)c1ccc(C)cc1 | -0.59 | -0.03 | 13
CC(OC(=O)c1ccccc1NS(=O)(=O)c1cccc(C(F)(F)F)c1)C(=O)N(C)Cc1ccccc1 (configuration not stated) | -0.76 | -0.76 | ·
CC(C)OC(=O)c1cc2c(=O)[nH]c(C(Cl)(Cl)Cl)nc2o1 | · | · | 18
COC(=O)Nc1ccc2c(c1)N(C(=O)CCN1CCOCC1)c1ccccc1S2 | 0.34 | -0.19 | ·
O=C1C2CCCN2C(=O)N1CCCCN1CCN(c2ccc(F)cc2)CC1 (configuration not stated) | 0.17 | -0.41 | -8
CCOC(=O)c1c(NC(=O)C(=O)N/N=C/c2ccc(O)c(OC)c2)sc2c1CCCCC2 | -0.83 | -0.46 | 41
COC(=O)C1=C(N)OC2=C(C(=O)CC(C)(C)C2)C1c1ccccc1OCC#N (configuration not stated) | · | · | 20
SMILES | sdo1 growth | sdo1 growth Rescue 24 h | Insulin prom inh
CN(C)CC(=O)N1CCc2ccccc2C1 | · | · | -10
Cc1ccnc(SCC(=O)O)n1 | 1.9 | 2.6 | 3
CCOCCCN(CCC#N)S(=O)(=O)c1ccc(S(=O)(=O)N2CCCC2)cc1 | 0.25 | -0.25 | -56
O=C(CCS(=O)(=O)c1ccc(Br)cc1)NC1CCCC1 | 0.45 | -0.16 | ·
CCN(CC)CCNS(=O)(=O)c1ccc2[nH]cc(C(=O)O)c(=O)c2c1 | 0.67 | -0.29 | -5
CN(Cc1ccccc1)c1nc2c(c(=O)[nH]c(=O)n2C)n1CCOc1ccccc1 | -1.4 | -0.29 | -36
Nc1nc(NC(=O)Cc2ccccc2)nn1-c1ccccc1 | 0.81 | -0.31 | -48
O=C(O)c1cccc(NC(=O)c2ccc3c(c2)C(=O)N(CC2CCCO2)C3=O)c1 (configuration not stated) | 0.91 | 0.95 | -19
COc1ccc(/C=C2\CCc3ccccc3C2=O)cc1Cn1cccn1 | -1.2 | -0.42 | -3
Cc1ccc(C(=O)Nc2ccc(Cl)cn2)cc1 | 1.7 | 2 | ·
Cn1c(N)c(C#N)c2c(c1=S)CSC(C)(C)C2 | 0.35 | 1 | 69
NS(=O)(=O)c1ccc(CCNc2nc(CN3CCCCC3)nc3sc4c(c23)CCC4)cc1 | 0.39 | 0.53 | 12
COc1ccc(N(C(=O)Cc2cccs2)C(C(=O)NC2CCCCC2)c2cccn2C)cc1OC (configuration not stated) | 1.9 | 2.5 | -88
O=C1c2cccc([N+](=O)[O-])c2C(=O)N1c1ccccc1 | 1.6 | 1.3 | ·
COC(=O)C(Cc1cncn1COCc1ccccc1)NC(=O)OC(C)(C)C (configuration not stated) | 0.9 | 0.9 | ·
CC1(C)CC(=O)C=C(NCCCN2CCCC2=O)C1 | · | · | 30
CCOc1ccc(NC(=O)c2cccs2)c([N+](=O)[O-])c1 | 0.11 | 1.6 | 13
CCC(CO)NCc1ccc(-c2ccccc2)cc1 (configuration not stated) | -0.15 | -0.14 | ·
CCCSc1nsc(SCCC)c1C#N | -0.33 | -0.56 | -39
CCn1ncc(CN2CCN(C(=O)Nc3ccccc3C(=O)OC)CC2)c1C | -0.16 | -0.3 | -29
Nc1cc(N2CCCC2)ccc1[N+](=O)[O-] | · | · | 57
Cc1cc(SCC(=O)c2cc3ccccc3o2)nc2ccccc12 | -1.2 | -1.5 | -8
O=C(COc1cc(Cl)c(Cl)cc1Cl)Nn1cnnc1 | 1.7 | 2.7 | -1
C=CCN1C(=O)C(CC(=O)Nc2ccc(OCCC)cc2)N(CCCN2CCN(Cc3ccccc3)CC2)C1=S (configuration not stated) | · | · | -20
CCOc1ccc(CCNC(=O)CCn2cccc2)cc1OCC | 0.84 | 0.43 | -36
SMILES | sdo1 growth | sdo1 growth Rescue 24 h | Insulin prom inh
COC(=O)c1ccc(N/C=C/C(=O)c2ccc(OC)c(OC)c2)cc1 | -1.1 | -0.69 | ·
O=C(Nn1cnc2ccccc2c1=O)C1CCCCC1 | 0.52 | 0.12 | -44
CC1CCC(C(C)C)C(OC(=O)COC(=O)c2ccc(N)cc2)C1 (configuration not stated) | 0 | -0.18 | ·
Cc1ccc2nc(-c3ccc(NS(=O)(=O)c4ccc(F)c(F)c4)cc3)sc2c1 | -1 | -0.56 | 24
Cc1ccc(C)c(C(=O)COC(=O)c2ccc(Br)o2)c1 | 0.13 | 0.35 | 3
Cc1noc(C)c1COC(=O)CCN1c2ccccc2Sc2ccccc21 | 0.13 | 0.73 | -15
COc1cc2c(cc1NC(=O)CC1SC(N3CCCC3)=NC1=O)oc1ccccc12 (configuration not stated) | -1.7 | -0.4 | ·
Cc1ccc(N2C(=O)CC3(CC4C=CC3C4)C2=O)cc1 (configuration not stated) | -1.2 | -1.3 | ·
CCOC(=O)c1ccc(NS(=O)(=O)c2c(C)n(C)c(=O)n(C)c2=O)cc1 | -0.5 | -1 | ·
O=C(Cn1nnc(-c2cccs2)n1)Nc1ccccc1C(F)(F)F | · | · | 25
O=[N+]([O-])c1ccc(O)c(-c2nc(-c3ccccc3)c(-c3cccs3)[nH]2)c1 | -1.9 | -1.5 | 3
CCCCOc1ccccc1C1C(C(=O)OC)=C(C)N(C)C(C)=C1C(=O)OC | -0.78 | -1.1 | 12
Cc1ccc(S(=O)(=O)NC(=O)c2cc(C)n(-c3ccc(N(C)C)cc3)c2C)cc1 | 0.9 | 0.88 | ·
COc1c(S(=O)(=O)N2CCCCC2)ccc2c(S(=O)(=O)N3CCCCC3)cccc12 | · | · | -243
CC(C)(C)NC(=O)CSc1nnc(C2CC2)n1Cc1ccccc1 | -0.12 | -0.96 | ·
O=C1OC2CCC1(c1ccccc1)C2 (configuration not stated) | 0.5 | -0.9 | i
Cn1c(Cn2c(=O)sc3ccccc32)nnc1SCc1ccccc1F | -0.02 | 0.13 | ·
c1ccc(-c2nc(N3CCCCCC3)nc(-n3ccnc3)n2)cc1 | -2.2 | -1 | 30
CCCC1COC(Cn2cncn2)(c2ccc(C)cc2)O1 (configuration not stated) | -2.6 | -1.6 | -50
CC1CCN(CCCNC(=O)c2ccc3c(=O)n(CCc4ccccc4)c(=O)[nH]c3c2)CC1 | -0.14 | -1.1 | -14
CCOC(=O)c1c(-c2ccc(OC)cc2)cn2ccccc12 | · | · | 30
CC(C)CCn1nnnc1C(c1ccccc1)N1CCN(C)CC1 (configuration not stated) | -0.21 | -0.78 | ·
Cc1ccn(CC(=O)N2N=C(C(F)F)CC2(O)C(F)F)n1 (configuration not stated) | 2.8 | 1.9 | 0
Cc1cc(NC(=O)COC(=O)C2CCC(=O)N2)c([N+](=O)[O-])cc1C (configuration not stated) | · | · | 57
Cn1nnnc1SCC(=O)N1CCN(Cc2ccccc2)CC1 | 1.1 | 0.67 | ·
SMILES | sdo1 growth | sdo1 growth Rescue 24 h | Insulin prom inh
O=C(/C=C/c1ccc(F)cc1)NCc1cccs1 | -0.15 | -0.37 | 17
Cc1cc(C)c2cc(C=O)c(Cl)nc2c1 | · | · | 7
O=C(CNC(=O)C12CC3CC(CC(C3)C1)C2)NC1=NCCS1 | 0.11 | -0.4 | -13
CC(C)(C)c1cc(CN2CCN(CCO)CC2)cc(C(C)(C)C)c1O | 0.4 | -0.18 | 3
CCOC(=O)CCn1c(CC(=O)OCC)nc2ccccc21 | 1.1 | 0.81 | -41
O=[N+]([O-])/C=C/c1c(OCc2ccccc2)ccc2ccccc12 | -2.6 | -1.7 | 43
Cc1cc2ncn(CC(O)COC3CCCCC3)c2cc1C (configuration not stated) | -0.64 | -0.14 | -42
COc1ccccc1CN1C(=O)CN(C2CCCC2)C(=O)C1c1ccc(F)cc1 (configuration not stated) | 0.79 | 2.1 | ·
Cc1nn(-c2ccccc2)c(C)c1C(=O)OCC(=O)N1c2ccccc2NC(=O)C1(C)C | 14* | 12* | -26
Cc1cc([N+](=O)[O-])c(C)cc1-c1ccc(/C=N/NC(=O)Cn2nnnc2N)o1 | · | · | -36
Cc1ccc(N(CC(=O)NCC2CCCO2)C(=O)CCC(=O)Nc2ccccn2)cc1C (configuration not stated) | 0.73 | 0.23 | -8
O=C(NCc1ccccc1)C12CN(Cc3ccccc3)CC1C(c1cccc([N+](=O)[O-])c1)=NO2 (configuration not stated) | 0.35 | -0.42 | -32
CCOC(=O)c1c(NC(=O)c2noc3c2CCCC3)sc(C)c1C | -0.95 | -0.25 | ·
CNC(=O)CN(c1cc(C)ccc1C)S(C)(=O)=O | 1 | 1.2 | 39
CNC(=S)N(Cc1cc2ccc(OC)cc2[nH]c1=O)CC1CCCO1 (configuration not stated) | · | · | 11
CC(=O)OC(C)(CCC(C)(OC(C)=O)C(C)=O)C(C)=O (configuration not stated) | 0.78 | 1.1 | ·
CC1=C(C(=O)Nc2ccccc2)C(c2ccco2)C(C#N)=C(SCC(=O)OC(C)C)N1 (configuration not stated) | -1.4 | -0.93 | ·
CC(C)(C)NC(=O)C1CCC(C)(C(=O)O)C1(C)C (configuration not stated) | 1 | 0.69 | -319
O=C(Nc1sc2c(c1-c1nc3ccccc3[nH]1)CCCC2)C1CCCC1 | -1.7 | 0.83 | -73
O=C(NO)c1ccc(C(=O)N(C2CCCCC2)C2CCCCC2)cc1 | -2.9 | -1.6 | -12
